# EPAC2 agonist: EPAC2 (human) agonism. EPAC2 activation, biochemical qHTS; response scale: 100% = 6.5 mM cAMP response. Q8WZA2. 0.079% of 360,000 active. Potency, µM (doses to about 154 µM), for inactives: at the highest dose activation, usual class: activators; also: nearly all actives have a fitted effect of over 50% in size
#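 qHTS, titration series. 100 nM EPAC2 / 250 nM Rap1B-BODIPY-GDP / 50 uM GDP; RT; ex 480/em 540 nm, 5-min reads to 30 min. Norm. to 6.5 mM cAMP = activation.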
# PTHR1 agonist: PTHR1 (human) receptor agonism; Q03431; HEK293 GP2 PTHR1 cells, GloSensor cAMP luminescence, 1 h; Potency, µM (titrated, usually from 115 µM), for inactives: top-dose activation, usual class: activators; 0.075% of 410,000 active; AID 743266; also: nearly all actives have a fitted effect of over 55% in size; some results filed as inactive show a strong effect at the top dose; inactives centre near -15; many of its hits are not listed in these tables
# Target sequence (Q03431 whole entry, looked up): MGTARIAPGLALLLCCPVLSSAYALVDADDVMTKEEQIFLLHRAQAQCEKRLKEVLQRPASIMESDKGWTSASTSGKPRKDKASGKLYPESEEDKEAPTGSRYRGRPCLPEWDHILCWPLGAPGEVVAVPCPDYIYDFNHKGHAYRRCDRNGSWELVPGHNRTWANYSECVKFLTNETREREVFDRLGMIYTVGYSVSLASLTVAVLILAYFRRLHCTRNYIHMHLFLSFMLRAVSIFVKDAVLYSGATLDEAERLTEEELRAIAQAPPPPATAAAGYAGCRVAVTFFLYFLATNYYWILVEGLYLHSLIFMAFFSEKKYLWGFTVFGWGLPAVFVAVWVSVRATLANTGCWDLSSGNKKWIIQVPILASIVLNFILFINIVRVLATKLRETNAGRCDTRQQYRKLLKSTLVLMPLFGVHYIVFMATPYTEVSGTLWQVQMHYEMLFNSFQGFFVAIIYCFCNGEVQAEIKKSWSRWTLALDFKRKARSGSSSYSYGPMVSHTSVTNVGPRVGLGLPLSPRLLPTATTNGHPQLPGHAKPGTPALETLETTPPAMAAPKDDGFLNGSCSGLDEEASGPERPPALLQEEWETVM
#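 HEK-293-derived GP2 cells expressing PTHR1 and a GloSensor cAMP reporter, 3,000/well, plated overnight, given luciferin plus IBMX (each 0.5 mM as added) for 1 h at 37 °C, then compound for 1 h at 37 °C. Luminescence was read after 15 min at room temperature.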
# EPAC1 antag: blocks human EPAC1 exchange factor. O95398. EPAC1 GEF assay, Rap1b-BODIPY-GDP exchange fluorescence. Potency, µM (highest dose often 115 µM), inactives show at the top dose activity change, negative = inhibition, actives largely listed as inhibitors. 0.14% of 360,000 active. AID 720709;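 also: plate controls were vehicle for no effect and positive control for full effect; nearly all actives have a fitted effect of over 50% in size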
# EPAC1 agonist: EPAC1 (human) agonism | 0.073% of 360,000 active | EPAC1 agonist qHTS, biochemical assay; response scale: 100% = response to 6.5 mM cAMP | O95398 | Potency, µM (highest dose often 154 µM), without a hit: at the highest dose activation, hits mostly activators; also: nearly all actives have a fitted effect of over 60% in size
#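 Nucleotide exchange assay: 100 nM EPAC1 with 250 nM Rap1B loaded with BODIPY-GDP and 50 uM GDP, room temperature. Fluorescence (480/540 nm) read every 5 min for 30 min; signal change normalized to 6.5 mM cAMP as full agonist.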
# FUS suppressor: rescues growth of FUS-expressing yeast | Potency, µM (series often up to 76.6 µM), for the others: top-dose growth rescue (activation), hits mostly activators | 0.24% of 390,000 active | AID 1347120 | S. cerevisiae FUS-expressing, growth rescue, OD600, 24 h;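 also: plate controls were DMSO vehicle for no effect and reference control for full effect; nearly all actives have a fitted effect of over 55% in size; some results filed as inactive show a strong effect at the top dose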
#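 S. cerevisiae expressing FUS from galactose induction served as the toxicity model. Growth after 24hr at 30C, read as absorbance at 600 nm, indicates suppression of toxicity; compounds dosed at several concentrations.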
# TDP43 rescue: inhibitors of TDP-43 toxicity in yeast; TDP-43 expressing yeast growth rescue, BacTiter-Glo, 24 h; Potency, µM (top dose mostly 46.1 µM), for inactives: top-dose growth rescue (activation), actives largely listed as activators; AID 652104; 1.8% of 410,000 active; also: % of control where 0% means no effect; nearly all actives have a fitted effect of over 50% in size
#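 Yeast expressing TDP-43 (pregrown in raffinose, seeded at OD600=0.02 in galactose medium) exposed to compounds 24 hr at 30 deg C. Growth read by BacTiter-Glo luminescence; rescue of toxicity appears as increased signal.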
# EPAC2 antagonist: blocks human EPAC2 exchange factor. Q8WZA2. EPAC2 GEF exchange of Rap1B-BODIPY-GDP, fluorescence. Potency, µM (doses to about 114 µM), without a hit: at the top dose activity, negative = inhibition, usual class: inhibitors. 0.18% of 360,000 active; also: % is scaled to controls: 0 for no effect and ±100 for the full control effect; nearly all actives have a fitted effect of over 45% in size; many of its hits are not listed in these tables
# aSyn rescue: inhibitors of alpha-synuclein toxicity in yeast; Yeast expressing alpha-synuclein, growth rescue, BacTiter-Glo, 24 h; Potency, µM (series often up to 46.1 µM), for inactives: at the highest dose growth rescue (activation), usual class: activators; 0.14% of 370,000 active; AID 652106; also: % of control where 0% means no effect; nearly all actives have a fitted effect of over 65% in size
#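 Rescue of yeast growth: cells expressing toxic alpha-synuclein, induced in galactose at OD600 0.02, incubated with compound 24 h at 30 C. ATP luminescence quantified growth; inhibitors of toxicity appear as activators.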
# The depositor's hits bear a star; i = inactive; ? = inconclusive; . = no result given; & = joins results of further samples; [ ] = remark or other dose. Calls follow the shape of the dose curve; as a rule, active = well fitted curve in the direction sought with a large enough effect; inconclusive = small, poorly fitted or top-dose-only effect, or another doubt; inactive = no such curve, though single readings can be large; an effect the other way counts as inactive or inconclusive. Potency is read from the fitted curve at half-maximal effect. These rows are one share of the data. The share of hits here may be higher or lower than overall.
nr	compound	EPAC2 agonist	PTHR1 agonist	EPAC1 antag	EPAC1 agonist	FUS suppressor	TDP43 rescue	EPAC2 antagonist	aSyn rescue
1	CN(Cc1ccccc1)C(=O)c1[nH]cnc1C(=O)Nc1ccc(Cl)cc1	?	-37%[inhibitor]	-9%	-5%	?	24%	-21%	21%
2	CC(C)CC(=O)Nc1c2c(nn1-c1ccc(F)cc1)CSC2	8%	-2%	-5%	-16%	-21%	-17%	5%	-1%
3	Cc1cc(O)c(C(=O)/C=C/c2c(F)c(F)c(F)c(F)c2F)c(=O)o1	-28%	-9%	-6%	-7%	-9%	14%	4%	10%
4	CCc1ccc(C(=O)NNC(=O)Cn2c(=O)cnc3ccccc32)cc1	11%	-2%	-8%	6%	-6%	9%	1%	-7%
5	COc1ccccc1N1CCN(C(=O)c2ccc3c(=O)n(Cc4ccco4)c(=S)[nH]c3c2)CC1	-5%	i	6%	11%	43%	0%	3%	-3%
6	COc1ccc(CNC(=O)C(=O)NCC2OCCN2S(=O)(=O)c2cccs2)cc1 (centres undefined)	2%	i	-6%	-8%	-17%	16%	-1%	1%
7	Cc1ccc(CSc2nc3c(c(=O)[nH]2)CCC3)cc1	-16%	i	3%	2%	-8%	25%	3%	7%
8	O=C(COc1ncnc2sccc12)Nc1cccc(S(=O)(=O)N2CCOCC2)c1	2%	-11%	7%	3%	.	20%	14%	3%
9	Cc1cccc(OCC(=O)OC(C)C(=O)Nc2ccc(Cl)cn2)c1 (centres undefined)	-3%	i	0%	0%	-1%	-30%	-16%	1%
10	Cc1cc(C)c(NC(=O)COc2ccccc2C(=O)Nc2ccc3c(c2)oc2ccccc23)c(C)c1	-8%	-10%	10%	4%	20%	-9%	-8%	0%
11	NC(=O)c1ccsc1NC(=O)COC(=O)c1ccc(Cl)c(N)c1	-5%	-21%	-23%	-4%	?	-20%	11%	0%
12	Cc1ccc(CN2CCN(Cc3ccon3)CC2CCO)cc1 (centres undefined)	5%	i	5%	10%	9%	-7%	2%	-4%
13	OCC[C@@H]1C[C@H](O)[C@@H](O)[C@]2(OCCc3cc(C(F)(F)F)ccc32)O1	2%	-15%	10%	-2%	-29%	9%	10%	-1%
14	Cc1nnc(SCC(=O)Nc2sccc2C#N)s1	7%	-26%	?	-18%	23%	-19%	22%	-3%
15	O=C(NCCCN1CCCC1=O)C1CCN(S(=O)(=O)c2c(Cl)cccc2Cl)CC1	8%	4%	13%	0%	20%	-11%	13%	0%
16	O=C(NCCc1ccccc1)c1ccc([N+](=O)[O-])cc1	5%	-9%	4%	4%	-6%	-17%	10%	-5%
17	CCCCC(Sc1nc(C)c(Cc2ccccc2)c(=O)[nH]1)C(=O)O (centres undefined)	-1%	i	-23%	2%	4%	12%	4%	-4%
18	Cc1noc(C)c1S(=O)(=O)N1CCCC(C(=O)N2CCN(C3CCCCC3)CC2)C1 (centres undefined)	11%	-14%	11%	0%	-14%	-7%	-1%	-1%
19	CCOC(=O)C1=C(CSc2n[nH]c(N)n2)NC(=O)NC1C (centres undefined)	-5%	i	-1%	12%	4%	-13%	-2%	12%
20	Cc1ccc(C2(c3ccccc3)NC(=O)N(CC(=O)NC3CCCCC3)C2=O)cc1C (centres undefined)	7%	i	-1%	3%	?	11%	0%	14%
21	O=C(COc1cccc2cccnc12)N/N=C/c1cccn1-c1ccc(F)cc1	7%	i	-11%	11%	33%	-6%	?	-2%
22	CCC1C(=O)NCCN1C(=O)c1cccc(OC2CCN(S(=O)(=O)N(C)C)CC2)c1 (centres undefined)	4%	-7%	13%	4%	13%	18%	8%	-9%
23	COc1ccc(-n2nc3c(N4CCC(C(=O)NCCc5ccccc5C)CC4)nnc(C)c3c2C)cc1	-1%	-1%	-14%	2%	5%	-1%	2%	1%
24	COc1ccccc1CN1CCNC(=O)C1CC(=O)NCCc1cnccn1 (centres undefined)	13%	-25%	?	-2%	8%	-3%	3%	-4%
25	Cc1cc(NS(=O)(=O)c2c(C)c(C)cc(C)c2C)no1	3%	-15%	-2%	2%	15%	?	2%	15%
26	CCOC(=O)N1CCC(NC(=O)CCS(=O)(=O)c2ccc3c(c2)CCN3C(=O)CC)CC1	4%	i	-5%	2%	8%	13%	6%	4%
27	CCCCC(=O)N/N=C/c1cc([N+](=O)[O-])ccc1N1CCOCC1	-2%	i	-14%	4%	-7%	11%	0%	3%
28	COc1ccc(NC(=O)CNC(=O)Cn2c(C)cc3ccccc3c2=O)c(OC)c1	2%	0%	7%	7%	30%&38%	27%&16%	-1%	-1%
29	O=C(NCCCN1CCOCC1)c1ccc(CSCc2cccc(Cl)c2)o1	8%	i	-16%	9%	4%	7%	2%	?
30	O=C(Nc1ccc(F)c(Cl)c1)C1CCCN(c2cnccn2)C1 (centres undefined)	9%	i	6%	7%	-8%&-14%	?	4%	?
31	CNC(=O)NC(=O)CSc1ncc(C(F)(F)F)cc1Cl	-2%	i	-15%	4%	3%	21%	-1%	0%
32	Cc1ccc(F)c(S(=O)(=O)NC(=O)C2(C)CCN2C(=O)C2(c3ccc(Cl)cc3)CCC2)c1 (centres undefined)	-1%	-49%[inhibitor]	-8%	-3%	-13%	?	45µM*	-5%
33	Cc1ccc(S(=O)(=O)N2[C@@H](c3ccccc3F)C(C(=O)O)=CC[C@H]2c2cccc(Cl)c2)cc1	10%	-1%	4%	1%	3%	-3%	5%	2%
34	COc1ccc2c(c1)C(=O)CC(c1ccc3c(c1)OCCO3)O2 (centres undefined)	22%	-17%	-13%	6%	25%	11µM*	?	-8%
35	CC(C)C[C@@]12C(=O)N(c3cccc(Cl)c3)C(=O)N1[C@H](c1ccc(F)cc1)[C@@H]1C(=O)N(C3CCCCC3)C(=O)[C@@H]12	-4%	i	-6%	-16%	13%	19%	-11%	5%
36	COc1ccc(OCC(=O)NNC(=O)c2ccc(-c3ccccc3)cc2)cc1	12%	-10%	-15%	0%	-6%	16%	3%	-4%
37	CCOCCCn1cnc2c3cc(F)ccc3n(C)c2c1=O	2%	-7%	-4%	-14%	-5%	15%	-11%	9%
38	COc1ccccc1NS(=O)(=O)c1cc(C(=O)N2CC(C)CC(C)C2)ccc1C (centres undefined)	9%	-27%[57.5 µM]	8%	3%	41%	-12%	9%	-7%
39	Cc1ccc(NC(=S)N(C)C)cc1C	13%	i	-7%	7%	6%	6%	-2%	0%
40	Cc1cccc2nc(C(=O)Nc3cc(Cl)ccc3-n3cncn3)cn12	6%	i	-1%	7%	-14%	-1%	3%	-1%
41	O=C1c2ccccc2C(=O)N1CSc1nnc(Nc2ccccc2)s1	27%	i	-12%	-7%	-19%	10%	-2%	-2%
42	O=C1c2cccc3cccc(c23)C(=O)N1c1ccc2ncccc2c1	7%	-23%[57.5 µM]	-27%	5%	32%	15%	-3%	0%
43	C[C@H](CO)N1C[C@H](C)[C@@H](CN(C)Cc2cccnc2)Oc2ncc(-c3cccc(C#N)c3)cc2C1=O	-7%	i	11%	-7%	1%	0%	0%	-1%
44	O=C(Cc1cccs1)Nc1cccc(-c2nc3cc4ccccc4cc3[nH]2)c1	18%	-46%[inhibitor]	1%	19%	-1%	-13%	-2%	-15%
45	COc1ccc(OCCNC(=O)CCCO)cc1	7%	-45%[inhibitor]	8%	-5%	12%	-1%	2%	2%
46	CCN(CC)S(=O)(=O)c1ccc(N2CCOCC2)c(NC(=O)c2[nH]c(C)c(C(C)=O)c2C)c1	4%	i	-12%	1%	-3%	28%	2%	-1%
47	CN(c1ccc(C(=O)NC2CCCC2)cc1)S(=O)(=O)c1ccccc1	8%	i	-1%	3%	14%	14%	4%	4%
48	Cc1c(N=C2C(=O)Nc3ccccc32)c(=O)n(-c2ccccc2)n1C	1%	-25%	-7%	1%	-16%	16%	-9%	3%
49	COc1cccc(Cl)c1NC(=O)N1CCN(c2ccnc3cc(Cl)ccc23)CC1	11%	-19%	0%	2%	15%	17%	-3%	8%
50	O=C(NCc1ccccc1Cl)c1cnc2ccccc2n1	16%	-7%	-13%	0%	23%	0%	-5%	0%

# Following part.
nr	compound	EPAC2 agonist	PTHR1 agonist	EPAC1 antag	EPAC1 agonist	FUS suppressor	TDP43 rescue	EPAC2 antagonist	aSyn rescue
51	CCOC(=O)/C(C#N)=C1/C=C(C)c2ccccc2N1	-5%	i	-11%	-6%	-26%	8%	1%	0%
52	CC(C)C(NC(=O)Cc1ccccc1)C(=O)N1CCN(c2cccc(Cl)c2)CC1 (centres undefined)	13%	-30%[inhibitor]	4%	1%	34%	3%	-8%	13%
53	Cc1c(C(=O)NCC2CCCO2)oc2ccc(S(=O)(=O)N3CC(C)CC(C)C3)cc12 (centres undefined)	-8%	-54%[inhibitor]	-3%	-4%	-6%	2%	?	0%
54	O=C(Nc1cccc(NC(=O)c2ccccc2Cl)c1)c1cccs1	18%	i	-22%	12%	18%	22µM*	-8%	-17%
55	COc1ccc2c3c(n(C(=O)OC(C)(C)C)c2c1)C1CC=C(COC(C)=O)CN1CC3 (centres undefined)	16%	0%	-2%	6%	1%	7%	-2%	8%
56	Cc1nc2c(c(=O)n1CCC(C)C)c1nc3ccccc3nc1n2Cc1ccc2c(c1)OCO2	-8%	0%[57.5 µM]	-2%	6%	17%	-8%	-14%	-4%
57	CCOC(=O)C(C)Sc1nc(N)c(NC(=O)c2ccc(OC)c(OC)c2)c(=O)[nH]1 (centres undefined)	20%	i	-1%	2%	-14%	0%	22%	-4%
58	CC1(NC(=O)Nc2cc([N+](=O)[O-])ccc2O)CCS(=O)(=O)C1 (centres undefined)	2%	-25%	16%	-5%	-13%	18%	-1%	-4%
59	CSc1ncnc2c1ncn2CC(=O)C1CCC2C3CCC4=CC(=O)CCC4(C)C3CCC12C (centres undefined)	7%	-11%	-7%	5%	.	-42%[inhibitor]	-7%	15%

# Rewritten with values under each structure: four of the compounds above.
# Fields – EPAC2 agonist	PTHR1 agonist	EPAC1 antag	EPAC1 agonist	FUS suppressor	TDP43 rescue	EPAC2 antagonist	aSyn rescue
55	COc1ccc2c3c(n(C(=O)OC(C)(C)C)c2c1)C1CC=C(COC(C)=O)CN1CC3 (centres undefined)
→ 16%	0%	-2%	6%	1%	7%	-2%	8%
56	Cc1nc2c(c(=O)n1CCC(C)C)c1nc3ccccc3nc1n2Cc1ccc2c(c1)OCO2
→ -8%	0%[57.5 µM]	-2%	6%	17%	-8%	-14%	-4%
57	CCOC(=O)C(C)Sc1nc(N)c(NC(=O)c2ccc(OC)c(OC)c2)c(=O)[nH]1 (centres undefined)
→ 20%	i	-1%	2%	-14%	0%	22%	-4%
58	CC1(NC(=O)Nc2cc([N+](=O)[O-])ccc2O)CCS(=O)(=O)C1 (centres undefined)
→ 2%	-25%	16%	-5%	-13%	18%	-1%	-4%

# Assay outcomes as filed in PubChem BioAssay.
